MLL CXXC-DNA inh = MLL CXXC-DNA interaction inhibition; Q03164; MLL-CXXC / FITC-HOXA9 DNA fluorescence polarization; Potency, µM (top dose mostly 115 µM), without a hit: at the top dose activity change, negative = inhibition, usual class: inhibitors; actives 0.037% (n = 290,000); active means well fitted inhibition curve with a large enough effect in the polarisation, with a control signal flat, not every such curve was filed as active; inconclusive means small, poorly fitted or top-dose-only effect, or effect the other way, or a change in a side signal; inactive means no such curve, though single readings can be large or run the other way; the % refers to the polarisation; further: potency means the concentration at half of the fitted maximal effect
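Steps: dispense CXXC domain solution (7 uM) → pin compounds or unlabeled HOX-A9 DNA control → 5 min ambient → add FLSN-HOX-A9 solution (50 nM) → spin → 30 min ambient → fluorescence polarization. Tris pH 7.5/NaCl/DTT/BSA buffer.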
a7 integrin act = activates integrin-mediated alleviation for muscular dystrophy. alpha7betagal myoblasts, beta-gal FDG fluorescence, 48 h. AID 624291. actives 0.064% (n = 350,000). Potency, µM (titrated, usually from 38.3 µM), for inactives: at the highest dose activation, most hits filed as activators;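 further: potency means the concentration at half of the fitted maximal effect; 100% = response of the positive control SU9516; nearly all actives have a fitted effect of over 60% in size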
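alpha7betagal+/- myoblasts (passage 13, 250/well) treated 48 h at 37C with compounds at 1:260 dilution of DMSO stock. Lysed, then beta-galactosidase activity read as FDG fluorescence (ex 480/em 540) after 30 min, with pre-read for autofluorescence.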
MBNL1-CUG inh = inhibitors of human MBNL1 binding to CUG repeat RNA | TR-FRET MBNL1-His/biotin-(CUG)12 binding, 665/545 ratio | actives 0.036% (n = 280,000) | AID 2675 | Q9NR56 | Potency, µM (highest dose often 57.5 µM), without a hit: at the highest dose activity change, negative = inhibition, most hits filed as inhibitors; active means well fitted inhibition curve with a large enough effect in the signal ratio, with a control signal flat, not every such curve was filed as active; inconclusive means small, poorly fitted or top-dose-only effect, or effect the other way, or a change in a side signal; inactive means no such curve, though single readings can be large or run the other way; the % refers to the signal ratio; further: potency means the concentration at half of the fitted maximal effect; on the % scale 0 is the no-effect control and ±100 the full control effect
Target sequence (Q9NR56 whole entry, looked up): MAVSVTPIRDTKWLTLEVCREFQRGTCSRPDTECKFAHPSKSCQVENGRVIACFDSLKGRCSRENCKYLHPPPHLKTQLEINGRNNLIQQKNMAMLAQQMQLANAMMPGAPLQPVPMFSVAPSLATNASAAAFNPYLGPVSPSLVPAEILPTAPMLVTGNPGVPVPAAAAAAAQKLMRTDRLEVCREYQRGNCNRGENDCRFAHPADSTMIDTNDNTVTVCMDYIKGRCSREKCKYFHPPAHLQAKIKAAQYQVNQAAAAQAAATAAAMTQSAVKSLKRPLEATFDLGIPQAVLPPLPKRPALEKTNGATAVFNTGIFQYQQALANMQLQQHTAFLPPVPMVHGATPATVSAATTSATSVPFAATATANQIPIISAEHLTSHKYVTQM
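Compounds (final 92 nM to 58 uM) are added to His-tagged MBNL1 and biotin-(CUG)12, then terbium anti-His antibody and streptavidin-XL665 (5 nM final). After 60 min at room temperature, the 665/545 nm ratio is read.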
KCNH2 WT inh = inhibitors of human wildtype KCNH2 potassium channel; activity change, % at 1.84 µM; U2OS, BacMam KCNH2, thallium flux FluxOr; hits give low values; Q12809; AID 720551; actives 0.37% (n = 340,000);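 active means maximum activity change below -70%; inconclusive means maximum activity change between -70% and -50%; inactive means maximum activity change above -50%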; further: on the % scale 0 is the no-effect control and ±100 the full control effect
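U2OS cells transduced with wild-type KCNH2 virus are loaded with FluxOr dye for 45 min, and thallium flux is measured in kinetic reads before and after stimulation buffer. Rate constants are normalized to DMSO controls.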
Coupling enz = counter-screen for Giardia aldolase inhibitors: coupling enzyme system; coupling enzyme system counterscreen, AmpLite Red fluorescence; activity change, negative = inhibition, % at 58.2 µM, hits read low; actives 0.67% (n = 290,000); in the data active means activity change below about -30%; further: on the % scale 0 is the no-effect control and ±100 the full control effect
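Counterscreen of the coupled detection system alone, without aldolase: glyceraldehyde-3-phosphate coupling enzymes plus AmpLite Red readout. Compounds at 57.5 uM final, 10 min RT preincubation, 20 min RT reaction, fluorescence 525/598 nm.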
A-T KAP1 phos = candidate therapy for ataxia-telangiectasia. […] A-T fibroblasts, KAP-1 phosphorylation AlphaLISA; neocarzinostatin DNA damage 30 min before lysis. Potency, µM (doses to about 57.5 µM), for the others: at the highest dose activation, most hits filed as activators. actives 0.19% (n = 320,000). AID 485349; further: potency means the concentration at half of the fitted maximal effect; % of control where 0% means no effect; nearly all actives have a fitted effect of over 45% in size
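ATM-like activity read as KAP-1 phosphorylation via AlphaLISA donor/acceptor antibody pairs after lysis and 6 hr at 25C. Cells were ATM-null patient fibroblasts ([…], hTERT), dosed 60 min, then exposed to the DSB inducer NCS for 30 min.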
ASM inhibitor = blocks human secretory acid sphingomyelinase; Potency, µM (doses to about 57.5 µM), for inactives: at the highest dose activity change, negative = inhibition, most hits filed as inhibitors; P17405; actives 0.006% (n = 340,000); placental ASM, HMU-PC fluorogenic substrate, 60 min; further: potency means the concentration at half of the fitted maximal effect
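qHTS format. ASM enzyme prepared from human placenta hydrolyses the fluorogenic substrate HMU-PC0 (9 uM final) over 60 min at 37 °C after a 10 min compound preincubation.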
KCNH2 3.1 block = inhibitors of human KCNH2 3.1 potassium channel isoform; activity change, % (tested at about 1.8 µM); U2OS KCNH2 3.1, thallium flux FluxOr; hits give low values; actives 0.95% (n = 340,000);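 active means maximum activity change below -70%; inconclusive means maximum activity change from -70% to -50%; inactive means maximum activity change above -50%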;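 further: thallium influx rate constant from kinetic fluorescence after stimulation buffer; on the % scale 0 is the no-effect control and ±100 the full control effect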
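Normalized rate constant (relative to positive and negative DMSO controls) derived from a 2 min kinetic fluorescence read after stimulation; U2OS cells expressing the 3.1 isoform via virus at 1.77 x 10^8 /mL.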
TRPV1 agonist = agonists of human vanilloid receptor 1 (TRPV1). activation, % at 8.33 µM. actives 0.19% (n = 320,000). Q8NER1. AID 540275. TRPV1-expressing cells, Fluo-8 calcium influx, agonist mode; in the data active means activation above about 80%; inconclusive means between about 30% and that limit; further: 0% is about no effect
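Cells expressing TRPV1 were dye-loaded with Fluo-8 and read kinetically: 10 s baseline, 3 min after compound (agonist portion), then 2 min after EC20 capsaicin (allosteric enhancer portion). Calcium-bound dye fluorescence at 480/520 nm.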
GALK inh = blocks human galactokinase activity; Purified GALK, Kinase-Glo residual ATP luminescence; Potency, µM (series often up to 57.5 µM), inactives show top-dose activity change, negative = inhibition, usual class: inhibitors; actives 0.007% (n = 270,000); AID 1868; further: potency means the concentration at half of the fitted maximal effect; on the % scale 0 is the no-effect control and ±100 the full control effect
Target sequence (P51570 whole entry, looked up): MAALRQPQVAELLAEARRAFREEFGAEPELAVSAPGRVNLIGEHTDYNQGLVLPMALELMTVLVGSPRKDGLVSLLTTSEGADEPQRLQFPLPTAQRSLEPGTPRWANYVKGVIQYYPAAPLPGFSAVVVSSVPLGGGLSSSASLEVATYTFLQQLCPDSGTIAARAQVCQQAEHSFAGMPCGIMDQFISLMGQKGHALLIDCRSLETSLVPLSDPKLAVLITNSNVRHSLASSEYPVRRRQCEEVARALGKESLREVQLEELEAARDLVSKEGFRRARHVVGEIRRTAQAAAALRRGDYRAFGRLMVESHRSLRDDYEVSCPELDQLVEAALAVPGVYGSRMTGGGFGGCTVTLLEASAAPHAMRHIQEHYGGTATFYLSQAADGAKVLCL
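ATP-depletion format; final 35 uM ATP, 100 uM D-galactose, 5 nM enzyme; pH 8.0 HEPES/Mg2+ buffer; 60 min RT; luminescence read 10 min after detection reagent.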
Active calls of the source: *; ? = inconclusive; · = no result given; [ ] = remark or other dose. Unless noted, the call rests on the fitted dose curve; in most records, active means well fitted curve in the direction sought with a large enough effect; inconclusive means small, poorly fitted or top-dose-only effect, or another doubt; inactive means no such curve, though single readings can be large; an effect the other way counts as inactive or inconclusive.

The line under a structure holds: MLL CXXC-DNA inh, a7 integrin act, MBNL1-CUG inh, KCNH2 WT inh, Coupling enz, A-T KAP1 phos, ASM inhibitor, KCNH2 3.1 block, TRPV1 agonist, GALK inh
- Cc1ccc(S(=O)(=O)N2CCN(C(=O)c3ccccc3Cc3ccccc3)CC2)c(C)c1
→ 5%, -10%, 6%, -6, -1, 2%, -2%, -23, 4, 1%
- COc1ccc(CNC(=O)C2CCN(C(=O)c3ccc(-c4ccccc4)cc3)CC2)cc1
→ 19%, -25%, -2%, 0, 5, 9%, -1%, 3, 11, 6%
- CCOC(=O)C1=C(C)C(c2cccc(Oc3ccccc3)c2)NC(=S)N1 (stereo not given)
→ 13%, 30%, -2%, -2, 3, 23%, -2%, 7, -1, 0%
- COc1cccc(/C=N/NC(=O)C(=O)Nc2ccccc2OC(F)(F)C(F)F)c1O
→ 35%[activator], -10%, 1%, -4, 3, -12%, -25%, -12, 0, 0%
- COc1ccc(N2CCN(C(=O)CCCC(=O)c3ccccc3)CC2)cc1
→ ·, 7%, -5%, 11, 0, 0%, -8%, -5, 5, ·
- COc1ccc(S(=O)(=O)N2CCCCC2)cc1NS(=O)(=O)c1ccc(CNC(C)=O)cc1
→ ·, 2%, ·, 9, ·, -6%, 2%, -8, ·, ·
- Cc1ccc(Cl)cc1NC(=O)c1ccc(CSc2nnnn2C)cc1
→ 2%, -19%, 0%, 1, -3, 1%, -6%, 11, 1, -3%
- O=S(=O)(Nc1ccc(F)cc1)c1ccc(NC(=S)Nc2ccccc2)cc1
→ 10%, 9%, -2%, 23, 3, 2%, -11%, -17, -5, -1%
- CC(=O)Nc1cccc(C(=O)N/N=C/c2cccc(C)n2)c1
→ -1%, 16%, 9%, 14, 3, 37%, 4%, 22, -2, ·
- O=C(CN(Cc1ccco1)C(=O)CNS(=O)(=O)c1ccc(F)cc1)NCc1ccco1
→ 3%, 21%, 6%, 2, 1, 7%, 6%, 5, 1, -2%
- CCN(CC)c1ccc(N2C(=O)/C(=C/c3cccs3)SC2=S)cc1
→ -12%, 2%, -4%, 0, -4, 5%, 3%, -9, -2, 4%
- CC(=O)C1=C(c2ccccc2)NC(=O)NC1c1ccccc1OCC(=O)NCc1ccccc1 (stereo not given)
→ 10%, 4%, 2%, 3, -3, 3%, 2%, 8, 19, 0%
- Cc1nc2nc(COc3ccccc3)[nH]n2c(=O)c1C
→ -1%, -18%, -3%, 0, 0, 4%, -3%, -17, 0, 1%
- CCc1ccc(C2CC(c3cccc(OC)c3)n3nc(N)nc3N2)cc1 (stereo not given)
→ 1%, 0%, 3%, 2, -3, -3%, 3%, 0, 4, 1%
- COc1ccc(C(C(O)C(=O)c2c[nH]c3ccccc23)N2CCN(c3ccc(OC)cc3)CC2)cc1 (stereo not given)
→ 18%, -11%, -7%, 4, -14, -2%, -1%, -4, 3, 1%

4 compounds out of the list above, ordered by the value under TRPV1 agonist, ascending:
smiles	MLL CXXC-DNA inh	a7 integrin act	MBNL1-CUG inh	ASM inhibitor	TRPV1 agonist	GALK inh
O=S(=O)(Nc1ccc(F)cc1)c1ccc(NC(=S)Nc2ccccc2)cc1	10%	9%	-2%	-11%	-5	-1%
CC(=O)Nc1cccc(C(=O)N/N=C/c2cccc(C)n2)c1	-1%	16%	9%	4%	-2	·
COc1cccc(/C=N/NC(=O)C(=O)Nc2ccccc2OC(F)(F)C(F)F)c1O	35%[activator]	-10%	1%	-25%	0	0%
COc1ccc(N2CCN(C(=O)CCCC(=O)c3ccccc3)CC2)cc1	·	7%	-5%	-8%	5	·

The list goes on:
The line under a structure holds: MLL CXXC-DNA inh, a7 integrin act, MBNL1-CUG inh, KCNH2 WT inh, Coupling enz, A-T KAP1 phos, ASM inhibitor, KCNH2 3.1 block, TRPV1 agonist, GALK inh
- COc1ccc(NS(=O)(=O)c2ccc(NC(=O)C(CCSC)NC(N)=O)cc2)cc1 (stereo not given)
→ -5%, 28%, -10%, 1, 4, -3%, 0%, 12, -4, -2%
- CN1C(=O)C2(Nc3ccccc3-c3nc4ccccc4n32)c2ccccc21 (stereo not given)
→ -1%, 4%, 6%, 0, -1, 1%, -1%, -11, 3, 0%
- O=C(COC(=O)c1oc2ccccc2c1COc1ccccc1)NCCN1C(=O)CSC1=O
→ 2%, -9%, -4%, -3, 6, -3%, -4%, -2, 0, 0%
- CCC(C(=O)O)N1C(=O)C2CCCCC2C1=O (stereo not given)
→ 4%, 3%, -5%, 5, 2, 17%, -3%, -4, -3, 1%
- O=C(C[n+]1ccc2ccccc2c1)c1ccc(NC(=O)c2ccccc2)cc1
→ 7%, -54%[inhibitor], ?, 3, 0, 5%, -4%, 5, -2, -2%
- COc1ccc(CN2CCN(C(=O)c3ccco3)CC2)cc1OCc1ccccc1
→ -2%, -22%, -10%, 2, 0, 7%, 2%, -15, 3, -1%
- CC1CCN(C(=O)CSc2nc3c(c(=O)n2C)SC(C)C3)CC1 (stereo not given)
→ 0%, -4%, 9%, -14, ·, 2%, 2%, ·, 1, -3%
- COc1ccc(CCNc2nc(N3CCOCC3)nc(N3CCOCC3)n2)cc1OC
→ -2%, -23%, -1%, 3, -2, -1%, -1%, 18, 26, 2%
- CCCc1nnc(NC(=O)CCC(=O)NC2CCCc3ccccc32)s1 (stereo not given)
→ 17%, -2%, -4%, 2, 3, -1%, 4%, 25, -2, 0%
- CCN1CCN(C(=O)CS(=O)(=O)Cc2nc(-c3ccc(C)cc3)oc2C)CC1
→ -1%, 16%, -1%, 6, 6, -1%, 0%, 3, 10, 0%
- CC(=O)N(C)c1nnc(-c2cnccn2)s1
→ 0%, -9%, ?, 0, ·, 3%, -2%, 2, 2, -2%
- COc1ccccc1CNC(=O)CCn1c(=O)oc2ccccc21
→ 18%, 19%, -25%, -5, 3, -6%, 2%, 0, ·, 0%
- O=C(COC(=O)c1ccccc1C(=O)c1ccc(Cl)cc1)NCC1CCCO1 (stereo not given)
→ 12%, 13%, 0%, -9, -12, 9%, -2%, 10, 7, 1%
- Cc1nnc(SCC(=O)N(C)C2CCS(=O)(=O)C2)n1Cc1ccccc1 (stereo not given)
→ 6%, 7%, -9%, -6, 0, 2%, 3%, -3, -2, 8%
- CCOC(=O)c1c[nH]n2c(=O)cc(C)nc12
→ -6%, 11%, -9%, 6, 1, 2%, 4%, 12, -2, 7%

The list continues.
canonical_smiles	MLL CXXC-DNA inh	a7 integrin act	MBNL1-CUG inh	KCNH2 WT inh	Coupling enz	A-T KAP1 phos	ASM inhibitor	KCNH2 3.1 block	TRPV1 agonist	GALK inh
Cc1ccc(N=C2C(=O)Nc3ccccc32)cc1	3%	-9%	?	-7	-5	2%	6%	3	0	1%
Cc1ccc(C)c(NC(=O)CSc2nc3c(c(=O)n2C)SC(C)C3)c1 (stereo not given)	-4%	0%	10%	-5	0	-7%	3%	-12	0	-1%
O=C(O)CCCCCNS(=O)(=O)c1cccc2nsnc12	7%	-5%	?	15	3	0%	-1%	-10	0	-4%
O=C(NNc1ccccn1)c1ccc(Cl)nc1	6%	18%	-7%	-4	7	10%	0%	-1	-1	-1%
S=C(NC1CCCCC1)N1CCn2cccc2C1c1cccnc1 (stereo not given)	0%	-41%	-1%	8	-1	-1%	10%	4	22	4%
COc1ccc(-c2csc(N(Cc3ccccc3)C(=O)COc3ccc(Cl)cc3)n2)cc1	-1%	-26%[7.66 µM]	-30%	2	6	-5%	-1%	-8	2	1%
NS(=O)(=O)c1cc(C(=O)OCC(=O)c2ccc3c(c2)OCCO3)ccc1Cl	2%	?	?	·	4	5%	-4%	34	-1	0%
CCSc1cc(C)nc2ncnn12	0%	-7%	8%	1	-7	·	3%	-3	-15	1%
CC(C)c1ccc(N(C(=O)CNC(=O)c2ccco2)C(C(=O)NC2CCCC2)c2ccncc2)cc1 (stereo not given)	-4%	-28%	-1%	2	1	5%	1%	-1	20	-1%
O=C(NCc1ccc2c(c1)OCO2)c1ccc(N2CCCC2=O)cc1	2%	17%	-6%	-5	2	3%	-2%	11	1	1%
COC(=O)N/N=C/c1ccc(-c2cccc(Cl)c2)o1	12%	0%	?	4	-4	-7%	13%	8	21	0%
COc1ccc(CN2CCN(C(=O)CCC(=O)Nc3nnc(C4CCCCC4)s3)CC2)cc1F	12%	6%	-3%	10	·	5%	4%	-25	5	3%
Cn1ncc(=S)[nH]c1=S	·	21%	·	-4	·	·	-12%	29	·	·
O=C(CNS(=O)(=O)c1cccs1)NCCc1ccc(Cl)cc1	-1%	22%	-3%	35	-1	5%	-3%	5	0	1%

Source: PubChem
